# Screening results (PubChem BioAssay)
# Pemphigus Ab inh: human desmoglein-3 autoantibody binding inhibition; DSG3-coupled beads, scFv-anti-DSG3-GFP binding, flow cytometry; stronger effect = lower value; binding (percent of control), % at 10 µM; 0.48% of 310,000 active;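 active = binding more than 3 SD below its plate's average and above zero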;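 note: hits lower antibody fragment binding to DSG3; some compounds called inactive have numbers as strong as hits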
# HTR5A ag ctr: activates human HTR5A in OPRM1-OPRD1 agonist counter-screen. 0.61% of 340,000 active. activation, % at 9.3 µM. P47898. AID 504692. HTR5A agonist assay, luminescence, cell-based; in the data active = activation mostly above about 9.5%, no sharp cut-off; inactive = mostly below about 7.6%;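 note: 0% = cells with vehicle only and 100% = reference agonist; strong numbers were not always called active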
# OPRM1-OPRD1 inv: mu-delta opioid heterodimer inverse agonism; P35372+P41143; inhibition, % at 9.3 µM; 0.21% of 340,000 active; cell-based MOR-DOR heterodimer luminescence; AID 504357; in the data active = inhibition above about 22%, passing the limit was not always enough;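 note: 0% = cells with DMSO and 100% = wells without cells with DMSO; values of inactives mirror those of a sister screen read the other way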
# Target sequence (P35372 whole entry, looked up): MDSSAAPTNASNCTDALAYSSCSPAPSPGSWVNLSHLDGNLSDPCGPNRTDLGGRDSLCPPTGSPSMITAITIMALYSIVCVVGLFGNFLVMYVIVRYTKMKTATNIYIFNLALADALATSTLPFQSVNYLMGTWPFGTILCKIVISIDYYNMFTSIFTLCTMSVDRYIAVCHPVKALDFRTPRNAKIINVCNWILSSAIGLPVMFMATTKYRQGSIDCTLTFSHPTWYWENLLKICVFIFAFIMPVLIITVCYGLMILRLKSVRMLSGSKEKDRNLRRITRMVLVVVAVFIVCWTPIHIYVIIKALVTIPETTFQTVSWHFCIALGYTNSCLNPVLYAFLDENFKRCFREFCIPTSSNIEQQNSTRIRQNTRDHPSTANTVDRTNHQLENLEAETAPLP
# Target sequence (P41143 whole entry, looked up): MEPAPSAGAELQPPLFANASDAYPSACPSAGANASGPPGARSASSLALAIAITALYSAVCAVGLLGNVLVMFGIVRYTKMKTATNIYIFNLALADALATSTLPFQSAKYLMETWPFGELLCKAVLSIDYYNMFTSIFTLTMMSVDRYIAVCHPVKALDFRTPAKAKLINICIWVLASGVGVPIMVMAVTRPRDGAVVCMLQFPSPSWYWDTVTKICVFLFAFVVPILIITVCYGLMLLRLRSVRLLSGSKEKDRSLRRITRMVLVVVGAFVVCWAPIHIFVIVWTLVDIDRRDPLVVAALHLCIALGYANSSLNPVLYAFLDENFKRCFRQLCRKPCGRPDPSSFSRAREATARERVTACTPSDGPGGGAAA
# OPRM1-OPRD1 ag: agonists of human mu-delta opioid receptor heterodimerization; 0.3% of 340,000 active; cells, OPRM1-OPRD1 heterodimerization, luminescence; P35372+P41143; AID 504326; activation, % at 9.3 µM; in the data active = activation above about 18%;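 note: 0% = vehicle-treated cells and 100% = reference agonist; values of inactives mirror those of a sister screen read the other way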
# E coli growth: counter-screen for AddAB inhibitors: E. coli growth inhibition; AID 449728; inhibition, % at 11.9 µM; E. coli V3065 growth, OD600 absorbance, 18 h; 0.27% of 330,000 active;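 active = inhibition above the campaign's mean inhibition across all tested compounds plus 3 SD, cut at about 9.9% in these data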;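 note: uninfected addAB+ strain grown without phage in ampicillin broth; 0% = DMSO wells and 100% = ciprofloxacin 0.95 µg/ml wells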
# AddAB inh: less growth of phage-infected E. coli with AddAB | E. coli expressing H. pylori AddAB, absorbance growth | inhibition, % at 11.9 µM | 0.29% of 330,000 active | AID 435030; in the data active = inhibition above about 12%;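 note: 0% = vehicle wells of infected cells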
# SUMO Mot1 rescue: inhibitors of SUMOylation pathway: yeast Mot1-301 growth rescue | growth rescue, % at 18.8 µM | 1% of 320,000 active | S. cerevisiae Mot1-301 growth rescue, ATP luminescence, 38.5C; percent above DMSO median, 100 means doubled;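 active = every valid replicate shows activation above 250% relative to neutral control wells; inactive = the rest, any valid replicate at or below 250%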;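 note: OY570 slx delta 5 strain wells were the positive control but not used for scaling; some compounds called inactive have numbers as strong as hits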
# HTR5A inv ctr: HTR5A inverse agonism, opioid heterodimer counter-screen; P47898; HTR5A cell line, luminescence; inhibition, % at 9.3 µM; 0.083% of 340,000 active; AID 504634; in the data active = inhibition mostly above about 23%, no sharp cut-off; inactive = mostly below about 18%;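 note: 0% = cells with DMSO and 100% = no-cell wells with DMSO; some compounds called inactive have numbers as strong as hits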
# phage Ecoli inh: E. coli growth loss with phage present | growth absorbance | inhibition, % at 11.9 µM | 0.26% of 360,000 active; in the data active = inhibition above about 11%
# PKA-R1A activ: PKA-R1A complex activation. PKA-R1A dissociation, Cy5-IP20 fluorescence polarization; scaled: DMSO 0%, 113 µM cGMP 100%. activation, % at 11.4 µM. 0.083% of 340,000 active;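 active = percent activation above the mean of all tested compounds plus 3 SD, cut at about 19% in these data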;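 note: higher means more PKAc released from R1A so a rise in polarization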
# PfHsp90 set2: reduces growth (ATP signal) of yeast expressing P. falciparum Hsp90; S. cerevisiae expressing PfHsp90, BacTiter-Glo ATP, 48 h; yeast lacking PDR1 and PDR3 efflux regulators; 0.32% of 310,000 active; inhibition, % at 9.4 µM;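 active = every replicate shows inhibition above about 80%, whatever the replicate mean, limit read from the data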;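 note: 0% = DMSO neutral controls and 100% = 20 µM radicicol positive controls; yeast relying on Plasmodium falciparum Hsp90 in place of its own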
# Starred values were filed as active, the others as inactive; / = no result given.
SMILES,Pemphigus Ab inh,HTR5A ag ctr,OPRM1-OPRD1 inv,OPRM1-OPRD1 ag,E coli growth,AddAB inh,SUMO Mot1 rescue,HTR5A inv ctr,phage Ecoli inh,PKA-R1A activ,PfHsp90 set2
Cc1cnc(C(=O)OCC(=O)NC(C)CCc2ccccc2)cn1 (centres undefined),139,5,1,-0.2,-0.8,1.9,0,0,2.0,12,32
CC(C)CCC(=O)N1CCOC1=O,100,11,5,-0.9,0.6,0.5,5,-33,1.6,6,3
COc1ccc(S(=O)(=O)N2CCCC(C(=O)NCc3ccccn3)C2)cc1 (centres undefined),/,-1,13,-2.8,-1.6,1.8,80,-6,3.5,-5,8
O=C(Nc1cc(S(=O)(=O)N2CCOCC2)ccc1O)c1ccc(NS(=O)(=O)c2ccc(Cl)s2)cc1,88,2,-15,2.2,0.5,1.3,12,-16,3.9,-14,-16
CC1CN(C(NC(=O)C(C)(C)C)C(Cl)(Cl)Cl)CC(C)O1 (centres undefined),93,4,3,-0.5,-1.9,-1.5,-1,9,3.3,-7,4
Cc1ccc(N2C(=O)c3ccc(C(=O)N4CCOCC4)cc3C2=O)cc1C,/,0,-14,2.5,-0.7,1.3,4,1,-0.5,-8,/
CC(OC(=O)CN1C(=O)c2ccccc2C1=O)C(=O)NCc1ccccc1 (centres undefined),106,0,11,-2.0,1.1,1.6,-7,-12,0.3,4,-2
CC(=O)C1=C(C)N(Cc2ccco2)C(=O)C1(NC(=O)C1CCCCC1)C(F)(F)F (centres undefined),106,5,11,-2.0,-2.4,4.2,8,-13,1.4,-4,5
CCN(CC)CCCNC(=O)C(C)Sc1nc(-c2ccccc2)cc(C(F)(F)F)n1 (centres undefined),103,-2,0,0.0,0.3,-0.6,393,7,0.6,0,24
CC(C)(C)C1CCC(OC(=O)CN2CCCCC2)CC1 (centres undefined),/,2,8,-1.6,-0.2,-0.3,125,-7,0.2,-6,-4
CC(C)NS(=O)(=O)c1ccc(OCC(=O)Nc2ccc(F)cc2)cc1,104,4,-7,1.2,-1.7,-0.9,-9,-9,4.3,-8,10
CCN(Cc1ccccc1)C(c1cccs1)c1nnnn1C1CCCCC1 (centres undefined),124,-9,4,-0.7,1.4,1.8,28,11,1.9,-13,-10
COc1ccc(CN2CCSCC2)c(C)c1C,111,7,-1,0.2,/,/,6,2,0.9,-1,8
COC(=O)c1c(NC(=O)CN2CCCC(C)C2)c2c(C)cccc2n1C (centres undefined),117,-2,13,-2.8,0.6,3.2,-5,-2,-1.4,-10,-11
CCc1ccccc1C1=CC(=O)C[C@H](c2ccc(OC)cc2)C1,104,1,-24,5.2,0.0,2.2,49,-22,1.8,-7,-22
Cc1c(Cl)cccc1NC(=O)C(=O)NNS(=O)(=O)c1ccc(F)cc1,117,1,9,-1.7,-1.5,-0.6,-8,-4,/,-4,-14
Cc1cc([N+](=O)[O-])cnc1NC(C)c1ccccc1 (centres undefined),/,1,12,-2.1,1.0,3.6,330*,-3,3.2,-1,/
CC1=CC(C)(C)N(C)C(=O)N1c1ccc(Cl)cc1,116,2,6,-1.3,-0.3,3.2,16,-2,1.6,-8,4
COC(=O)c1[nH]c2cc(OC)c(OC)cc2c1NC(=O)Oc1ccccc1,97,1,-4,0.8,-1.5,2.7,-15,-4,0.6,7,22
O=S(=O)(CCN1CCCCC1)CCS(=O)(=O)CCN1CCCCC1,103,0,7,-1.4,/,/,/,2,3.5,1,2
CC1(c2nnc(Cc3ccccc3)o2)CC(c2ccc([N+](=O)[O-])cc2)=NO1 (centres undefined),105,18,-10,1.7,0.9,0.3,42,-53,2.5,-5,17
Cc1cc(Cl)ccc1OCC(=O)OC(C)C(=O)N(C)C (centres undefined),/,5,9,-1.9,-0.7,-0.4,0,6,5.8,4,9
Cc1ccn(CCC(=O)Nc2ccc3c(c2)OCO3)n1,103,2,9,-1.8,0.7,-0.4,-30,-37,4.8,-15,9
Cc1cccc(NC(=O)CN(CC2CCCO2)C(=O)c2cc(S(=O)(=O)N(C)C)ccc2F)c1C (centres undefined),129,0,15,-2.9,-1.1,-2.5,46,2,1.9,0,-8
O=C(COc1ccc(Br)cc1)c1ccc2c(c1)CCCC2,102,9,-3,0.6,2.1,0.8,8,-27,2.1,-2,-4
O=C(Nc1ccccc1)N1CCN(c2ccc(F)cc2)CC1,98,3,10,-1.9,-0.6,0.1,-3,12,5.9,-3,-12
NC(=O)c1ccccc1NCC(=O)c1ccc(F)cc1,98,2,21,-3.7,0.7,-0.9,0,-8,-0.5,-2,9
COCc1ccc(C(=O)N(C)CC2CCCN(CCc3ccc(OC)cc3)C2)o1 (centres undefined),106,0,8,-1.5,1.0,-0.3,3,7,1.3,-2,4
Cc1cccc(NC(=O)c2cc(N3CCOCC3)nc3ccccc23)c1,105,0,-3,0.5,0.2,-3.7,-11,-4,-1.3,-5,-10
CC1Cc2cc(S(=O)(=O)N3CCC(C(=O)N4CCN(c5ccccc5F)CC4)CC3)ccc2N1C(=O)C1CC1 (centres undefined),104,1,-6,1.3,-2.3,1.0,116,-5,2.6,-3,7
COc1cc(C)c(CN2CCN(C(C)C(=O)NC(C)c3ccccc3)CC2)cc1OC (centres undefined),95,-3,3,-0.5,-0.2,-1.5,10,7,0.3,8,13
COc1ccc2cc(-c3ccccc3)ncc2c1,93,6,-3,0.6,2.2,3.3,17,6,-0.3,1,2
CN1CCc2nc3sc(C(=O)C45CC6CC(CC(C6)C4)C5)c(N)c3cc2C1,111,8,1,-0.2,-1.1,3.5,8,-33,0.3,6,129*
CC1=CN(S(=O)(=O)c2ccc(C)cc2)C[C@@H]2[C@H]3CC[C@H](C3)[C@H]12,99,2,-15,3.2,0.4,0.7,/,-7,3.2,1,-15
O=C(Nc1ccc2c(c1)OCCO2)c1ccc(Cl)cc1Cl,110,6,2,-0.3,-0.1,2.5,108,-16,-0.3,-6,18
CS(=O)(=O)N(CC(=O)NCc1ccccn1)Cc1ccc(Cl)cc1,110,1,7,-1.4,-1.4,2.9,-9,-3,0.0,4,-23
Cc1ccc([N+](=O)[O-])cc1-c1ccc(/C=N\n2nnnc2N)o1,92,-2,-77,12,0.3,4.9,24,12,2.4,-9,-22
O=[N+]([O-])c1ccc2nc(NS(=O)(=O)c3ccc(F)cc3)sc2c1,/,-5,-3,0.3,-0.9,-0.5,-15,14,4.1,-7,-11
COC(=O)c1ccc(NC(=O)C(=O)NCC2CCCO2)cc1 (centres undefined),89,4,8,-1.1,-1.2,2.2,57,-10,6.6,-15,/
Cc1nn(Cc2ccccc2)c2c1C(c1cccc(Cl)c1)C(C#N)=C(N)O2 (centres undefined),101,5,16,-3.0,-0.1,5.9,1,-15,3.1,3,4
NS(=O)(=O)c1ccc(NC(=O)COC(=O)c2cnc(Cl)c(Cl)c2)cc1,102,2,-8,1.6,2.1,-1.1,-10,30,2.2,-4,18
Cc1ccc(NC(=O)c2ccc(S(=O)(=O)N3CCOCC3)cc2)c(C)c1,/,0,7,-1.2,-0.8,0.6,66,7,3.8,9,3
CCOc1ccc(-c2c(C(=O)N/N=C/c3ccc(C)s3)nnn2-c2nonc2N)cc1,100,-2,12,-2.4,1.8,2.2,191,3,/,-4,4
Cn1nc(C(F)(F)F)cc1C(=O)NC1CCCCCC1,99,-1,-7,1.3,-0.8,1.2,0,3,/,-2,1
CC(=O)c1cc2c(cc1NC(=O)c1ccc(Cl)cc1)OCCO2,31*,-1,0,-0.1,-0.9,-0.2,227,5,-0.6,7,-2
O=C(NCc1n[nH]c(=S)n1-c1ccc(F)cc1)c1ccc(S(=O)(=O)N2CCCC2)cc1,83,-4,3,-0.5,-1.2,-2.7,-17,5,1.0,5,-1
COc1ccc([C@H]2CC(=O)C=C(c3cc4ccccc4s3)C2)cc1,101,10,2,-0.4,-1.2,0.4,11,-23,2.8,-9,-43
COc1ccc(-c2c(C#N)c(N)nc3sc(C(=O)c4ccccc4)c(N)c23)cc1,92,0,15,-3.4,1.2,0.3,-6,-15,0.5,-6,6

# Some of these compounds in order of SMILES length, largest number first:
SMILES,Pemphigus Ab inh,HTR5A ag ctr,OPRM1-OPRD1 inv,OPRM1-OPRD1 ag,E coli growth,AddAB inh,SUMO Mot1 rescue,HTR5A inv ctr,phage Ecoli inh,PKA-R1A activ,PfHsp90 set2
O=C(NCc1n[nH]c(=S)n1-c1ccc(F)cc1)c1ccc(S(=O)(=O)N2CCCC2)cc1,83,-4,3,-0.5,-1.2,-2.7,-17,5,1.0,5,-1
CCOc1ccc(-c2c(C(=O)N/N=C/c3ccc(C)s3)nnn2-c2nonc2N)cc1,100,-2,12,-2.4,1.8,2.2,191,3,/,-4,4
COc1ccc(-c2c(C#N)c(N)nc3sc(C(=O)c4ccccc4)c(N)c23)cc1,92,0,15,-3.4,1.2,0.3,-6,-15,0.5,-6,6
NS(=O)(=O)c1ccc(NC(=O)COC(=O)c2cnc(Cl)c(Cl)c2)cc1,102,2,-8,1.6,2.1,-1.1,-10,30,2.2,-4,18
O=[N+]([O-])c1ccc2nc(NS(=O)(=O)c3ccc(F)cc3)sc2c1,/,-5,-3,0.3,-0.9,-0.5,-15,14,4.1,-7,-11
Cc1ccc(NC(=O)c2ccc(S(=O)(=O)N3CCOCC3)cc2)c(C)c1,/,0,7,-1.2,-0.8,0.6,66,7,3.8,9,3
Cc1ccc([N+](=O)[O-])cc1-c1ccc(/C=N\n2nnnc2N)o1,92,-2,-77,12,0.3,4.9,24,12,2.4,-9,-22
COc1ccc([C@H]2CC(=O)C=C(c3cc4ccccc4s3)C2)cc1,101,10,2,-0.4,-1.2,0.4,11,-23,2.8,-9,-43
CS(=O)(=O)N(CC(=O)NCc1ccccn1)Cc1ccc(Cl)cc1,110,1,7,-1.4,-1.4,2.9,-9,-3,0.0,4,-23
COC(=O)c1ccc(NC(=O)C(=O)NCC2CCCO2)cc1 (centres undefined),89,4,8,-1.1,-1.2,2.2,57,-10,6.6,-15,/
Cn1nc(C(F)(F)F)cc1C(=O)NC1CCCCCC1,99,-1,-7,1.3,-0.8,1.2,0,3,/,-2,1

# Remaining list, next part.
SMILES,Pemphigus Ab inh,HTR5A ag ctr,OPRM1-OPRD1 inv,OPRM1-OPRD1 ag,E coli growth,AddAB inh,SUMO Mot1 rescue,HTR5A inv ctr,phage Ecoli inh,PKA-R1A activ,PfHsp90 set2
O=C(O)C(Cc1c[nH]c2ccccc12)NS(=O)(=O)c1ccc(Br)cc1 (centres undefined),101,0,10,-2.1,-2.3,0.8,-18,-2,-1.7,-10,-17
O=C(Nc1ccccc1)Nc1ccc(F)cc1F,102,2,-6,0.9,-0.6,-0.8,-14,-24,3.3,-8,-11
O=C(COC(=O)/C=C/c1ccc(F)cc1)Nc1ccc(S(=O)(=O)N2CCOCC2)cc1,/,-6,17,-4.1,-1.7,-1.2,-6,15,1.2,-15,-2
CN(CC(=O)Nc1cccc(F)c1)C(=O)c1ccc(OCc2ccccc2)cc1,99,-2,-17,4.0,-0.3,-0.6,-1,5,1.8,2,-10
COc1ccc(C)cc1-n1ccn(CC(=O)Nc2ccc(Br)cc2F)c(=O)c1=O,97,-3,-11,1.7,0.2,4.2,-9,9,3.0,8,-6
